PLC-gamma1 inh – PLC-gamma1 (human) inhibition, primary screen | P19174 | purified PLC-gamma1, fluorogenic substrate, fluorescence | inhibition, % at 12.2 µM | 370,000 tested, 0.84% active | AID 720700; in the data active = inhibition above about 9.5%
ASAP1 inh – ASAP1 ArfGAP inhibition; 360,000 tested, 0.19% active; inhibition, % at 16.5 µM; Q9ULH1; ASAP1-stimulated ARF1 GTP hydrolysis, GDP FP detection; in the data active = inhibition above about 25%;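 also: 0% = vehicle with enzyme and substrate and 100% = no enzyme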
DDE Tn6 FP inh – DD(E)-Tn6 binding inhibition, primary FP screen | P02675 | Fibrin DD(E) TRITC-Tn6 fluorescence polarization displacement | inhibition, % at 8.3 µM | 370,000 tested, 0.21% active;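 active = inhibition above a per-campaign cutoff: mean of compounds within control limits plus 3 SD, cut at about 15% in these data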;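 also: 0% = median of all compound wells on the plate and 100% = blocking peptide control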
Target sequence (P02675 whole entry, looked up): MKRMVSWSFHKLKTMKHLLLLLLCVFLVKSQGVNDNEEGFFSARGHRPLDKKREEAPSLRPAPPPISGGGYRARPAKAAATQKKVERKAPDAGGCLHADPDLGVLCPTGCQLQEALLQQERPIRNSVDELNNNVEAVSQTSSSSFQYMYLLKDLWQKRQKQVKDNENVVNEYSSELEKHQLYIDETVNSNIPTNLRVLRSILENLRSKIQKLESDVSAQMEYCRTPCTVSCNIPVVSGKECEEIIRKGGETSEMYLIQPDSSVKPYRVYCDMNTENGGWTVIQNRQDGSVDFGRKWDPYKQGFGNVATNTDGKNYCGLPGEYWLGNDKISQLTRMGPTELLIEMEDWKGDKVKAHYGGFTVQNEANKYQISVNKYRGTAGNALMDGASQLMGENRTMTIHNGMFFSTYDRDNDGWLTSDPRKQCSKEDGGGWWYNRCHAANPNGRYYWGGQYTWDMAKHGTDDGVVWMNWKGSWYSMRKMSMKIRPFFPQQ
TDP2 inh – TDP2 (human) inhibition, absorbance primary screen. O95551. inhibition, % at 12.8 µM. recombinant TDP2, T5PNP hydrolysis, p-nitrophenol absorbance 415 nm. AID 720702. 370,000 tested, 0.34% active;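 active = inhibition above the mean of all tested compounds plus 3 SD, set per campaign, cut at about 25% in these data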;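 also: 0% = DMSO with enzyme and 100% = buffer with substrate but no TDP2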
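test system = human TDP2 enzyme | input = TDP2 enzyme at 120 nM final | medium = 50 mM Tris-HCl pH 7.5 with Mg2+, KCl, DTT, BSA | also added = T5PNP substrate, 5 mM | times = 2 h at 37 °C | technique = epi absorbance | benchmarks = high control without enzyme, low control DMSO plus TDP2 | replication = each compound tested once, singlicate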
ADAM17 inh – ADAM17 inhibition, QFRET primary screen; P78536; recombinant ADAM17, EDANS/DABCYL FRET peptide cleavage; inhibition, % at 6.95 µM; 370,000 tested, 0.83% active; AID 720648;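 active = inhibition above the mean of compounds lying between control limits plus 3 SD, set per campaign, cut at about 8.5% in these data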;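 also: 0% = DMSO-only wells as the low control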
proKLK7 act – proKLK7 (human) activation, primary screen; P49862; purified proKLK7, EDANS-DABCYL substrate fluorescence; 100% is mature enzyme control, 0% vehicle; activation, % at 7 µM; 370,000 tested, 0.9% active; AID 652039;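 active = activation above the mean of all tested compounds plus 3 SD, computed per campaign excluding outliers beyond control limits, cut at about 13% in these data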
LEDGF integ inh – blocks HIV-1 LEDGF/p75-dependent DNA integration | TR-FRET IN-LEDGF/p75 DNA integration, Eu/Cy5 | 370,000 tested, 0.64% active | inhibition, % at 3.7 µM | AID 743269;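 active = inhibition above the screen-wide mean plus 3 SD, cut at about 13% in these data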;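 also: signal is the Cy5 over europium emission ratio at 671 and 618 nm; 0% = plate median of compound wells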
Tn7 DDE FP – DD(E)-Tn7 binding inhibition, primary FP screen; P02675; FP displacement of FITC-Tn7 peptide from fibrin DD(E); 0% = median of compound wells per plate; inhibition, % at 8.3 µM; 370,000 tested, 0.13% active; AID 720508;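 active = inhibition above the mean of compounds falling within the control limits plus 3 SD of them, cut at about 14% in these data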;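 also: 0% = plate median of compound wells and 100% = 10 µM Aha-Tn7 peptide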
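Test system: human clot-derived fibrin DD(E) complex / Quantity: 2 µM final DD(E) protein / Incubation: 10 min plus 3 h, room temperature / Measured by: fluorescence polarization / Benchmarks: high control of 10 µM Aha-Tn7 peptide / Replicates: singlicate testing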
ARFGAP1 inh – rat ARFGAP1 inhibition | AID 651572 | Q62848 | Arfgap1-stimulated ARF1 GTP hydrolysis, GDP FP detection | inhibition, % at 16.5 µM | 360,000 tested, 0.26% active;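 active = inhibition above a per-plate limit, mean inhibition of low control wells plus 3 SD, cut at about 25% in these data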;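 also: 0% = DMSO wells with enzyme and 100% = wells lacking Arfgap1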
Target sequence (Q62848 1-136 limits assumed): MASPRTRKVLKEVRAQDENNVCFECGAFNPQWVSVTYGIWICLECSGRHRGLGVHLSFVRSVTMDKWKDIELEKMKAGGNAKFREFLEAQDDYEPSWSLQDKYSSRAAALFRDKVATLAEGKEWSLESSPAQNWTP
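Assay system: Rat Arfgap1 GAP domain (His6, aa 1-136), purified enzyme | Buffer or medium: HEPES 25 mM pH 7.5, NaCl 150 mM, MgCl2, DTT | Schedule: GTP hydrolysis reaction 2 h at 25 °C | Signal: FP of antibody-bound GDP Alexa 633 tracer, ex 620/em 688 nm | Measure: Percent inhibition of Arfgap1-stimulated GTP hydrolysis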
ADAM10 inh – inhibitors of human ADAM10. O14672. recombinant ADAM10, EDANS/DABCYL FRET peptide cleavage, 3 h. inhibition, % at 7 µM. 370,000 tested, 0.62% active. AID 720582;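 active = inhibition above a per-campaign cutoff equal to the mean of compounds falling between control-based bounds plus 3 SD, cut at about 20% in these data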;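 also: 0% = DMSO wells while the 100% control is not disclosed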
Active calls of the source: *.

A first look:
1. O=c1oc2ccccc2c2nccnc12
2. Cc1ccc(NC(=O)C2CCCN2C(=O)Oc2ccccc2)cc1C (stereo not drawn)

assay / entry	1	2
PLC-gamma1 inh	1.2	-1.3
ASAP1 inh	-5.1	-3.3
DDE Tn6 FP inh	-0.3	-5.7
TDP2 inh	9.9	-2.2
ADAM17 inh	1.4	1.7
proKLK7 act	-0.9	-0.7
LEDGF integ inh	-0.6	-4.2
Tn7 DDE FP	2.1	4.4
ARFGAP1 inh	-8.6	9.5
ADAM10 inh	5.8	7.3

The whole of this part, repeating the preview:
1. O=c1oc2ccccc2c2nccnc12
2. Cc1ccc(NC(=O)C2CCCN2C(=O)Oc2ccccc2)cc1C (stereo not drawn)
3. C[C@H](NC(=O)c1nc[nH]c1C(=O)N1CCNCC1)C(=O)OC(C)(C)C
4. CCCCn1c(SCC(=O)N2CCc3ccccc32)nnc1-c1ccncc1
5. COC(=O)CN1C(=S)N(c2ccc(OC)cc2)C(=O)C1CC(=O)Nc1ccc(F)cc1 (stereo not drawn)
6. CCN(CC(=O)N1CCCCC1)S(=O)(=O)c1ccccc1

assay / entry	1	2	3	4	5	6
PLC-gamma1 inh	1.2	-1.3	0.6	3.4	-0.2	-4.0
ASAP1 inh	-5.1	-3.3	17.4	-15.4	-1.0	0.7
DDE Tn6 FP inh	-0.3	-5.7	0.4	5.5	2.2	-10.9
TDP2 inh	9.9	-2.2	9.5	5.0	-18.2	-7.0
ADAM17 inh	1.4	1.7	-3.4	-4.4	-2.4	-7.7
proKLK7 act	-0.9	-0.7	-0.2	-0.2	0.8	-3.7
LEDGF integ inh	-0.6	-4.2	-0.8	0.8	-6.0	1.1
Tn7 DDE FP	2.1	4.4	-1.2	-1.4	3.1	-4.1
ARFGAP1 inh	-8.6	9.5	-8.9	-12.3	-2.8	13.2
ADAM10 inh	5.8	7.3	-5.4	-5.8	-5.1	-11.5

A run of entries from the list above, for reference:
1. O=c1oc2ccccc2c2nccnc12
2. Cc1ccc(NC(=O)C2CCCN2C(=O)Oc2ccccc2)cc1C (stereo not drawn)

assay / entry	1	2
PLC-gamma1 inh	1.2	-1.3
ASAP1 inh	-5.1	-3.3
DDE Tn6 FP inh	-0.3	-5.7
TDP2 inh	9.9	-2.2
ADAM17 inh	1.4	1.7
proKLK7 act	-0.9	-0.7
LEDGF integ inh	-0.6	-4.2
Tn7 DDE FP	2.1	4.4
ARFGAP1 inh	-8.6	9.5
ADAM10 inh	5.8	7.3

More compounds follow:
7. O=C(CCNC(=O)c1ccccc1Cl)NC1=NCCS1
8. COc1cc(-c2cc(C(=O)Nc3cccc(S(=O)(=O)N(C)C)c3)c3ccccc3n2)cc(OC)c1OC
9. COc1ccc(/C(N)=N/OC(=O)c2ccc(Br)o2)cc1
10. Cc1cc(C=O)c(C)n1-c1ccc(NC2CCCCC2)c([N+](=O)[O-])c1
11. Cc1ccc(/C=N/NC(=O)c2cc3c(ccc4ccccc43)o2)cc1[N+](=O)[O-]
12. CCc1ccc(NC(=O)C/C(C)=N/NC(=O)OCc2ccc(OC)cc2)cc1

assay / entry	7	8	9	10	11	12
PLC-gamma1 inh	-2.2	-2.9	-0.4	4.5	-0.4	0.3
ASAP1 inh	2.3	5.4	-14.9	-0.5	6.5	10.3
DDE Tn6 FP inh	5.2	6.3	4.6	-5.8	-4.7	-3.3
TDP2 inh	1.5	-3.9	3.0	-19.8	-1.9	-14.1
ADAM17 inh	-0.4	0.2	-2.7	2.0	-5.8	4.3
proKLK7 act	-0.1	0.4	0.1	0.0	-0.3	0.5
LEDGF integ inh	-0.8	2.7	-0.3	-1.7	-0.9	2.4
Tn7 DDE FP	3.2	-4.9	-0.9	-0.9	-0.1	-11.0
ARFGAP1 inh	-3.9	3.0	-11.1	11.8	1.8	11.4
ADAM10 inh	-3.2	3.8	-3.5	5.4	-10.8	7.8

2 records picked at random from those above, as already listed:
8. COc1cc(-c2cc(C(=O)Nc3cccc(S(=O)(=O)N(C)C)c3)c3ccccc3n2)cc(OC)c1OC
9. COc1ccc(/C(N)=N/OC(=O)c2ccc(Br)o2)cc1

assay / entry	8	9
PLC-gamma1 inh	-2.9	-0.4
ASAP1 inh	5.4	-14.9
DDE Tn6 FP inh	6.3	4.6
TDP2 inh	-3.9	3.0
ADAM17 inh	0.2	-2.7
proKLK7 act	0.4	0.1
LEDGF integ inh	2.7	-0.3
Tn7 DDE FP	-4.9	-0.9
ARFGAP1 inh	3.0	-11.1
ADAM10 inh	3.8	-3.5

(listing goes on)
13. COc1ccc(CNC(=O)C[C@@H]2C[C@H]3c4cc(NC(=O)NC5CCCC5)ccc4O[C@H]3[C@H](CO)O2)cc1
14. CCCCn1c(N)c(N(CC(C)C)C(=O)c2ccc(C)c(S(=O)(=O)N3CCCCC3)c2)c(=O)[nH]c1=O
15. COc1ccc2c(CN3CCN(S(=O)(=O)c4cccs4)CC3)cc(=O)oc2c1
16. COc1ccc(S(=O)(=O)NC(C(=O)OCC(=O)Nc2ccc(N3CCOCC3)cc2)C(C)C)cc1 (stereo not drawn)
17. CCc1cccc(CC)c1NC(=O)c1ccccc1CCc1ccccc1
18. COC(=O)CSc1nnc(C)n1-c1cccc(OC)c1

assay / entry	13	14	15	16	17	18
PLC-gamma1 inh	0.2	1.8	-7.5	-1.7	1.1	-0.2
ASAP1 inh	-6.7	4.1	17.0	1.1	8.2	5.3
DDE Tn6 FP inh	-4.6	12.8	-6.5	-1.5	-4.9	2.4
TDP2 inh	-7.6	9.3	12.4	-0.3	-0.4	5.5
ADAM17 inh	9.1*	-6.5	-3.8	-5.1	-5.4	-2.1
proKLK7 act	1.7	-0.5	-0.8	0.0	0.1	0.3
LEDGF integ inh	5.0	0.5	2.0	-4.9	1.8	-0.1
Tn7 DDE FP	1.8	-5.1	-4.6	2.6	-2.8	0.9
ARFGAP1 inh	4.9	14.1	-8.3	-0.8	11.0	-8.6
ADAM10 inh	6.0	-13.2	-29.8	-1.0	-7.4	-4.1

19. OCCc1ccc(O)cc1
20. CCOc1ccccc1N(CC(=O)Nc1c(C)n(C)n(-c2ccccc2)c1=O)S(=O)(=O)c1ccccc1
21. COc1ccccc1S(=O)(=O)NCc1ccc(C(=O)N(C)Cc2ccc(F)cc2)cc1
22. COc1cccc2[nH]c(C(=O)NCCCN3CCCC3=O)cc12

assay / entry	19	20	21	22
PLC-gamma1 inh	0.1	-0.3	-1.2	-273.1
ASAP1 inh	6.8	-13.7	1.0	8.9
DDE Tn6 FP inh	2.5	3.6	10.2	-4.4
TDP2 inh	-1.2	10.8	-1.6	-0.4
ADAM17 inh	-3.3	-3.8	-0.8	-102.2
proKLK7 act	0.1	0.0	-0.1	1.2
LEDGF integ inh	2.0	-2.9	1.4	0.9
Tn7 DDE FP	-2.8	6.6	1.0	0.3
ARFGAP1 inh	0.6	7.1	-7.8	5.6
ADAM10 inh	-1.0	-5.4	-4.4	-344.9

Compound activity (PubChem BioAssay)
